# Screening results: PubChem BioAssay, The Scripps Research Institute Molecular Screening Center
# DDE Tn7 FP inh: disrupts Tn7 cyclic peptide binding to fibrin D-Dimer-E complex. inhibition, % at 8.3 µM. 370,000 compounds, 0.13% hits. P02675. FP displacement of FITC-Tn7 peptide from fibrin DD(E); 0% = median of compound wells per plate. AID 720508;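 active = inhibition above the mean of compounds falling within the control limits plus 3 SD of them, cut at about 14% in these data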;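 note: 0% = plate median of compound wells and 100% = 10 µM Aha-Tn7 peptide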
#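 system = human fibrin DD(E) protein | quantity = DD(E) 2 µM final | medium = Tris/NaCl/CaCl2 buffer, pH 7.8 | also added = labelled Tn7 tracer, 0.1 µM | compound dosing = single point at 8.3 µM | timing = compound with protein 10 min, then 3 h after probe, room temperature | signal = FP measurement | benchmarks = Aha-Tn7 high control | repeats = one replicate per compound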
# PLC-gamma1 inh: blocks human PLC-gamma1 enzyme activity; purified PLC-gamma1, fluorogenic substrate, fluorescence; inhibition, % at 12.2 µM; AID 720700; 370,000 compounds, 0.84% hits; in the data active = inhibition above about 9.5%
# TDP2 inh: TDP2 (human) inhibition, absorbance primary screen; O95551; recombinant TDP2, T5PNP hydrolysis, p-nitrophenol absorbance 415 nm; inhibition, % at 12.8 µM; 370,000 compounds, 0.34% hits;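 active = inhibition above the mean of all tested compounds plus 3 SD, set per campaign, cut at about 25% in these data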;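 note: 0% = DMSO with enzyme and 100% = buffer with substrate but no TDP2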
#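 test system = human TDP2 enzyme | input = TDP2 enzyme at 120 nM final | medium = 50 mM Tris-HCl pH 7.5 with Mg2+, KCl, DTT, BSA | also added = T5PNP substrate, 5 mM | times = 2 h at 37 °C | technique = epi absorbance | benchmarks = high control without enzyme, low control DMSO plus TDP2 | replication = each compound tested once, singlicate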
# Tn6 DDE FP: DD(E)-Tn6 binding inhibition, primary FP screen; P02675; Fibrin DD(E) TRITC-Tn6 fluorescence polarization displacement; inhibition, % at 8.3 µM; 370,000 compounds, 0.21% hits; AID 720509;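 active = inhibition above a per-campaign cutoff: mean of compounds within control limits plus 3 SD, cut at about 15% in these data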;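 note: 0% = median of all compound wells on the plate and 100% = blocking peptide control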
# ARFGAP1 inh: inhibits rat ARF GTPase activating protein 1. inhibition, % at 16.5 µM. Q62848. Arfgap1-stimulated ARF1 GTP hydrolysis, GDP FP detection. 360,000 compounds, 0.26% hits;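 active = inhibition above a per-plate limit, mean inhibition of low control wells plus 3 SD, cut at about 25% in these data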;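 note: 0% = DMSO wells with enzyme and 100% = wells lacking Arfgap1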
#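 Assay system: purified rat His6-Arfgap1 residues 1-136 (GAP domain); Reagent: human Δ17 ARF1 bound to GTP; Dosing: 16.5 µM single point, 1.26% DMSO; Times: GTP hydrolysis reaction 2 h at 25 °C; Signal: FP, GDP Alexa 633 tracer displaced from anti-GDP antibody, 620/688 nm; Measure: % inhibition from polarization.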
# ADAM10 inh: inhibitors of human ADAM10 | O14672 | recombinant ADAM10, EDANS/DABCYL FRET peptide cleavage, 3 h | inhibition, % at 7 µM | 370,000 compounds, 0.62% hits;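 active = inhibition above a per-campaign cutoff equal to the mean of compounds falling between control-based bounds plus 3 SD, cut at about 20% in these data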;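 note: 0% = DMSO wells while the 100% control is not disclosed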
# Target sequence (O14672 214-748 limits assumed): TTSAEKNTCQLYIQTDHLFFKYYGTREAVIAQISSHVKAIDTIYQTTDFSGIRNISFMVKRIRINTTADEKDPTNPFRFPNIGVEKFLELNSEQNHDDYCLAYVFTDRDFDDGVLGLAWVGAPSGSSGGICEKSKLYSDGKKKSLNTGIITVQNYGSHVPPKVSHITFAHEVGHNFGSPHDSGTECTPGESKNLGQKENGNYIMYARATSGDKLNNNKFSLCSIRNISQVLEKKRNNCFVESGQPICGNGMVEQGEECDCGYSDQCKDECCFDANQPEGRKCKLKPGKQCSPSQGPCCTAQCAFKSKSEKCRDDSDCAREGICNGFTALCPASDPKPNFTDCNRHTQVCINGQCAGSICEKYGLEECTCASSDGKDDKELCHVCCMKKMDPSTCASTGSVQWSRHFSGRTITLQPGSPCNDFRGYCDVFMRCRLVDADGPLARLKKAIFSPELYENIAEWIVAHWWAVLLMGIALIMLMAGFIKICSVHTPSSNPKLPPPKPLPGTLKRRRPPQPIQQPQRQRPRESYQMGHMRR
# KLK7 zymogen act: activates the human kallikrein-7 zymogen; purified proKLK7, EDANS-DABCYL substrate fluorescence; 100% is mature enzyme control, 0% vehicle; AID 652039; 370,000 compounds, 0.9% hits; P49862; activation, % at 7 µM;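 active = activation above the mean of all tested compounds plus 3 SD, computed per campaign excluding outliers beyond control limits, cut at about 13% in these data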
# LEDGF integ inh: blocks HIV-1 LEDGF/p75-dependent DNA integration | TR-FRET IN-LEDGF/p75 DNA integration, Eu/Cy5 | inhibition, % at 3.7 µM | 370,000 compounds, 0.64% hits;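 active = inhibition above the screen-wide mean plus 3 SD, cut at about 13% in these data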;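 note: signal is the Cy5 over europium emission ratio at 671 and 618 nm; 0% = plate median of compound wells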
# ADAM17 inh: ADAM17 inhibition, QFRET primary screen; inhibition, % at 6.95 µM; P78536; AID 720648; recombinant ADAM17, EDANS/DABCYL FRET peptide cleavage; 370,000 compounds, 0.83% hits;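 active = inhibition above the mean of compounds lying between control limits plus 3 SD, set per campaign, cut at about 8.5% in these data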;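 note: 0% = DMSO-only wells as the low control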
# ASAP1 inh: ASAP1 ArfGAP inhibition; ASAP1-stimulated ARF1 GTP hydrolysis, GDP FP detection; inhibition, % at 16.5 µM; Q9ULH1; 360,000 compounds, 0.19% hits; in the data active = inhibition above about 25%;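 note: 0% = vehicle with enzyme and substrate and 100% = no enzyme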
# Target sequence (Q9ULH1 325-724 limits assumed): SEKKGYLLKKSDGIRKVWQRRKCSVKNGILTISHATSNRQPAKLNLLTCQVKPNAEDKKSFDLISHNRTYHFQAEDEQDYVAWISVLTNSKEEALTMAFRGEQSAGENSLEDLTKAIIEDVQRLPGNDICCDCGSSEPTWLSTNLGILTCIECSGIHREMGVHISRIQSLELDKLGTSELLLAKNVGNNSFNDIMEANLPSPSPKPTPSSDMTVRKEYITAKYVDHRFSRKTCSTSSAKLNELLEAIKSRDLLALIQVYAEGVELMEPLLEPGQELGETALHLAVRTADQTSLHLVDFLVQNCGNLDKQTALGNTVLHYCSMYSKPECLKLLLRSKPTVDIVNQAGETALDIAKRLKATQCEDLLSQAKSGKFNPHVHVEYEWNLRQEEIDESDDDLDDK
# Numbers without * were called inactive; i = inactive; nt = not tested or not shown.
DDE Tn7 FP inh | PLC-gamma1 inh | TDP2 inh | Tn6 DDE FP | ARFGAP1 inh | ADAM10 inh | KLK7 zymogen act | LEDGF integ inh | ADAM17 inh | ASAP1 inh | SMILES
-11.0 | -0.1 | 3.8 | -2.8 | 10.3 | 0.2 | -0.1 | -2.8 | -3.1 | -2.9 | CCNC(=O)C1(C)CCCN1C(=O)c1ccc(F)c(Cl)c1 (configuration not stated)
-3.2 | -17.8 | -17.3 | -2.1 | 7.4 | -1.6 | 0.6 | 0.5 | 1.0 | 6.1 | Cc1ccsc1/C=C/c1ccc2cccc(O)c2n1
-1.8 | -2.7 | 2.0 | 5.0 | 3.7 | 2.8 | 0.3 | -1.7 | -2.1 | 0.8 | CC(=O)N(c1ccccc1)c1nc2ccccc2s1
-4.7 | 0.8 | -9.1 | 0.3 | 2.6 | -4.7 | 0.0 | 0.8 | -3.9 | -9.8 | O=C1CN(C(=O)COC(=O)Cc2ccsc2)c2ccccc2N1
2.1 | 0.8 | -3.0 | 2.5 | 12.8 | -4.3 | 0.1 | -1.4 | -1.7 | -10.0 | O=C(NCCCn1ccnc1)/C(=C\c1cccs1)NC(=O)c1ccccc1
1.7 | -0.8 | 3.2 | -3.6 | -1.5 | -10.0 | -0.9 | 1.1 | -5.1 | -9.4 | Cc1ccc(-c2cn3c(n2)CCCC3)cc1
5.6 | 1.1 | 0.9 | 1.4 | -3.9 | -6.1 | -0.4 | -1.6 | -2.1 | 0.7 | Cc1nc2sccn2c(=O)c1S(=O)(=O)Nc1ccc(N2CCN(C)CC2)cc1
1.3 | -10.9 | 3.6 | 5.1 | -0.6 | -25.2 | -3.0 | -3.5 | -3.3 | 12.1 | COc1ccc(-c2cc(=O)oc3c(C)c(OC(C)C(=O)NCc4ccccn4)ccc23)cc1 (configuration not stated)
-1.4 | -1.0 | -1.8 | 0.3 | 6.1 | -7.0 | 0.3 | -4.2 | -0.4 | -9.2 | Cc1cc(Br)ccc1S(=O)(=O)NCc1ccccc1
-0.6 | -1.8 | -1.1 | 4.1 | -6.9 | -6.4 | -0.1 | -2.3 | -0.2 | -5.5 | Cc1nn(-c2ccccc2)c(C)c1C(=O)OCC(=O)N(C)c1c(N)n(Cc2ccccc2)c(=O)[nH]c1=O
-0.1 | 0.4 | -0.3 | 1.6 | -1.6 | -2.3 | 0.9 | 1.9 | -1.4 | 5.0 | CN(Cc1ccccc1F)C(=O)c1ccccc1Sc1ccccc1C#N
1.8 | -0.2 | 6.5 | 0.9 | 8.2 | -6.4 | 0.4 | -5.2 | -3.6 | 6.0 | CC(C)NC(=O)N(C)C[C@H]1Oc2cc(Br)ccc2S(=O)(=O)N([C@H](C)CO)C[C@H]1C
-2.8 | 2.5 | -1.1 | -7.6 | -2.8 | -1.1 | 0.6 | 3.7 | -1.2 | -2.4 | Cc1nn(C)c(C)c1/C=C/C(=O)O
0.4 | 1.1 | 3.2 | 3.7 | 3.4 | 3.8 | -0.2 | -3.0 | 3.6 | 0.9 | O=S(=O)(c1ccc(Cl)c(C(F)(F)F)c1)N1CCN(CC(O)COc2ccccc2F)CC1 (configuration not stated)
5.4 | 1.0 | 2.9 | 8.7 | -11.1 | -5.0 | -0.5 | -1.1 | -1.8 | 10.0 | FC(F)c1nnc2c(Cl)cc(C(F)(F)F)cn12
1.0 | -0.1 | 13.0 | 0.4 | 8.0 | 4.2 | 0.3 | 0.4 | -1.9 | -7.1 | O=C(NCc1nnc(SCC(=O)N2CCCC2)o1)c1ccc(F)cc1
-1.5 | 4.4 | -0.7 | 8.3 | -7.1 | 7.3 | 0.5 | 3.3 | -2.7 | -3.1 | O=C(NN1C(=O)C2C3C=CC([C@H]4CC34)[C@@H]2C1=O)c1ccc(Br)cc1 (some centres not stated)
5.4 | -1.3 | 1.4 | 1.8 | -1.4 | 4.7 | 0.4 | 0.0 | 3.8 | -11.5 | Cn1c(N)c(C(=O)COC(=O)CCOc2ccc(C(C)(C)C)cc2)c(=O)n(C)c1=O
-2.8 | -1.1 | 11.3 | 9.6 | -12.7 | -6.6 | 1.1 | 4.8 | -6.0 | 16.7 | CCC(=O)N(Cc1cc(=O)[nH]c2ccccc12)c1ccc(C)cc1C
-3.2 | -6.1 | 5.7 | -3.5 | 2.1 | -4.7 | 0.1 | 2.3 | -3.1 | 12.8 | N#Cc1ccc(OCC(=O)NCCN2CCOCC2)cc1
-6.8 | -92.7 | 21.8 | -8.2 | 5.6 | -15.3 | -0.4 | 4.7 | -4.3 | 12.2 | CCOCCOc1cc(NCc2ccccc2)c2ncn(C(C)C)c2c1
-3.1 | i | -5.0 | 2.7 | 5.5 | i | 22.1* | 4.9 | -270.0 | 4.7 | COc1ccc2cc(-c3nc4ccccc4n3C)c(=O)oc2c1
-0.3 | 5.0 | -6.5 | -5.1 | 6.9 | -3.2 | -0.8 | -4.0 | -2.0 | 0.7 | CCCC(=O)N1CCN(c2ccc(NC(=O)c3ccc(Br)o3)cc2)CC1
-2.5 | -3.0 | 5.2 | -3.0 | -0.5 | 3.4 | -0.1 | -0.3 | -4.4 | -3.8 | Cc1cc(C)cc(NS(=O)(=O)c2ccc3[nH]c(=O)ccc3c2)c1
-0.1 | 1.5 | -5.9 | -1.3 | -0.3 | 5.2 | 0.6 | 2.1 | 1.8 | -0.9 | S=c1[nH]nc(C2CCCCC2)n1/N=C/c1ccccc1Br
7.2 | 0.8 | -4.0 | 12.0 | -2.6 | -2.7 | 0.0 | -1.7 | -0.7 | 5.5 | CCc1noc(C)c1C(=O)Nc1ccccc1N1CCOCC1
5.1 | -0.1 | -2.5 | -4.5 | 1.2 | 0.9 | 0.0 | 0.3 | -0.3 | -0.6 | CCOC(=O)c1cc2c(c(-c3ccccc3)n1)[C@H](CCO)N(S(=O)(=O)C(C)(C)C)C2
0.2 | 1.6 | -4.5 | 5.6 | 9.6 | 4.9 | -0.6 | 1.1 | -4.0 | 3.3 | COc1ccc([C@@H]2Sc3ccccc3N(CCN(C)C)C(=O)[C@@H]2OC(C)=O)cc1
1.6 | -5.7 | 2.2 | 5.2 | 9.4 | -0.4 | -0.1 | 2.0 | -3.9 | 6.0 | Cc1nn2c(-c3cccc(NC(=O)CN4CCOCC4)c3)nnc2c2ccccc12
-4.3 | 0.1 | 11.4 | 1.6 | -1.6 | -3.8 | 0.8 | 7.3 | -0.9 | -2.5 | Cc1oc2c(c1C(=O)O)C(=O)c1ccccc1C2=O
-0.9 | -0.7 | 1.4 | 5.5 | -4.3 | -2.7 | 0.9 | 1.4 | -1.9 | -9.0 | COc1ccc(-c2nnn(CC(=O)N(CCO)C(C(=O)NC3CCCC3)c3ccncc3)n2)cc1 (configuration not stated)
7.9 | -1.2 | 6.6 | 2.2 | 6.8 | -5.9 | 0.2 | -2.5 | -3.4 | 13.7 | Cc1ccc(NC(=O)c2ncn(CCCNCC3CCCO3)n2)cc1C (configuration not stated)
1.2 | -2.4 | 1.3 | 5.3 | 2.4 | -2.4 | -0.5 | 3.3 | 0.2 | -5.4 | Cc1ccc(NC(=O)COC(=O)/C=C/c2cccs2)c(C)c1
3.4 | 1.8 | 0.8 | 4.5 | -3.5 | -17.6 | -0.2 | -1.0 | -2.0 | -12.9 | COc1ccc(C(C)(C)C)cc1NC(=O)COC(=O)C1=NNC(=O)CC1
0.7 | 0.6 | -1.7 | -1.8 | 6.9 | 3.0 | 0.2 | 0.0 | -1.6 | 10.2 | COc1cc2c(c(OC)c1OC)-c1c(cc3c(c1OC)OCO3)C1OC2[C@@H](C)[C@H]1C (some centres not stated)
-1.8 | 0.2 | 8.0 | -1.5 | -1.3 | -5.4 | -0.6 | -4.9 | -2.1 | 3.9 | CCCC(=O)Nc1nnc(SCC(=O)Nc2nc(C)cs2)s1
-1.3 | -1.2 | 6.5 | -7.7 | -3.9 | -7.6 | 0.4 | 1.1 | -5.8 | -6.8 | O=c1c2[nH]c3ccccc3c2ncn1CCN1CCNCC1
5.0 | -0.2 | 4.5 | 5.3 | nt | 1.9 | nt | -1.1 | -0.8 | nt | O=[N+]([O-])c1ncccc1OCCOc1ccc(Cl)cc1Cl
-5.6 | 2.2 | 11.6 | -4.8 | 7.0 | -3.9 | -0.2 | -2.2 | 0.0 | -3.5 | COc1ccc(NS(=O)(=O)c2cc(NC(=O)c3nc4nc(C)cc(C)n4n3)ccc2C)cc1
-12.0 | 5.7 | -1.3 | -6.2 | 4.3 | 2.0 | -0.6 | -1.8 | -1.1 | 16.2 | Cc1cccc(OCC(=O)OCC(=O)c2c(N)n(C)c(=O)n(C)c2=O)c1C
0.1 | -0.9 | -0.2 | 0.3 | 0.2 | 3.3 | -0.5 | 1.0 | 2.7 | 3.9 | CC(C)CC(=O)Nc1sc2c(c1C(=O)O)CCCCC2
-10.5 | -1.3 | 2.5 | 7.2 | 0.7 | 1.6 | 0.0 | 1.1 | -0.9 | -0.6 | COc1c(C)cc(C(=O)C2CCCN(C(=O)c3cccc(F)c3)C2)cc1C (configuration not stated)
